# SENP1 inh = SENP1 (human) catalytic domain inhibition. recombinant SENP1 catalytic domain, CyPet-SUMO1-YPet FRET cleavage. inhibition, % at 10 µM. 360,000 tested, 0.21% active;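 active = inhibition at least 30% at 10 µM, raw YFP signal under a set limit, fluorescence ratio 0.5 to 1.5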;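 also: 0% = enzyme with DMSO and 100% = no enzyme wells; some results filed as inactive read as strong as hits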
# Target sequence (Q9P0U3 419-644 limits assumed): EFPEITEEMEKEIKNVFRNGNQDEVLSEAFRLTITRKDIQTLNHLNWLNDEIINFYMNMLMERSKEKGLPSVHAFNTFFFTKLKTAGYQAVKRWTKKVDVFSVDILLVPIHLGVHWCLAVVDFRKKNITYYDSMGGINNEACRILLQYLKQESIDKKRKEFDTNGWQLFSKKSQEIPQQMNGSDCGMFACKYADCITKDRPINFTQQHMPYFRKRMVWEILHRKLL
#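 Test system: recombinant human SENP1 catalytic domain, His6-tagged / Medium: pH 8 Tris buffer with EDTA, NaCl, BME, BSA, NP40, catalase / Also added: SUMO1 FRET substrate flanked by Cypet and Ypet, 25 nM / Times: 50 min reaction at room temperature / Signal: FRET, CFP and YFP emission / Control set: no-enzyme low control and enzyme-plus-DMSO high control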
# A3G deaminase = inhibitors of human APOBEC3G DNA deaminase. Q9HC16. recombinant A3G, ssDNA deamination FAM/TAMRA fluorescence. inhibition, % at 20 µM. 330,000 tested, 0.28% active. AID 493012;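 active = inhibition of at least 40% at 20 µM, with no more than 30% in the related APOBEC3A deaminase screen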;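 also: plate controls were DMSO wells with A3G for no effect and wells lacking A3G enzyme for full effect; some compounds called inactive have numbers as strong as hits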
# mIAP inh = blocks mouse intestinal alkaline phosphatase. purified mouse IAP, CDP-Star luminescence, 30 min. 330,000 tested, 0.2% active. inhibition, % at 10 µM;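 active = inhibition of at least 40% at 10 µM in the primary screen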;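 also: plate controls were DMSO with enzyme for no effect and no enzyme wells for full effect; values of inactives mirror those of a sister screen read the other way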
# APOBEC3A inh = inhibitors of human APOBEC3A DNA deaminase; P31941; recombinant A3A, FAM/TAMRA ssDNA deamination fluorescence; inhibition, % at 20 µM; 330,000 tested, 0.41% active; AID 493011;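 active = at least 40% inhibition at 20 µM here, with at most 30% in a related deaminase screen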;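 also: plate controls were A3A with DMSO for no effect and wells lacking A3A enzyme for full effect; some results filed as inactive read as strong as hits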
# Target sequence (P31941 whole entry, looked up): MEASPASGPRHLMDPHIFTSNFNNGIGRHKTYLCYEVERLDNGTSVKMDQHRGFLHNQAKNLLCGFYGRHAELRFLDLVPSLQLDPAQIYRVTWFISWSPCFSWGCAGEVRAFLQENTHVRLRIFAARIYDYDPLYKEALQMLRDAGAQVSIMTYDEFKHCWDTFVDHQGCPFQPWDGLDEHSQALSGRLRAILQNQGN
# mIAP activ = mouse IAP activation; activation factor at 10 µM; muIAP, CDP-Star luminescence, 30 min; active compounds read high; 1 = vehicle-only enzyme signal, 0 = enzyme-free wells; 330,000 tested, 0.24% active;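 active = activation factor of at least 2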; also: the source names both 10 and 20 µM as test concentration; values of inactives mirror those of a sister screen read the other way
#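 Assay system: mouse IAP enzyme / Compound: DMSO-dissolved test compounds / Timing: 30 min, room temperature / Measured by: luminescence from enzymatic CDP-Star hydrolysis / Control set: DMSO-only wells, enzyme-free buffer wells as negative control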
# hIAP activ = human IAP activation; P09923; purified human IAP, CDP-Star luminescence, 30 min; active compounds read high; 1 = vehicle-only enzyme, 0 = enzyme-free background; activation factor at 10 µM; 330,000 tested, 0.16% active; AID 2524;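 active = activation factor of the enzyme at least 2-fold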; also: the source names both 10 and 20 µM as test concentration; values of inactives mirror those of a sister screen read the other way
# Target sequence (P09923 whole entry, looked up): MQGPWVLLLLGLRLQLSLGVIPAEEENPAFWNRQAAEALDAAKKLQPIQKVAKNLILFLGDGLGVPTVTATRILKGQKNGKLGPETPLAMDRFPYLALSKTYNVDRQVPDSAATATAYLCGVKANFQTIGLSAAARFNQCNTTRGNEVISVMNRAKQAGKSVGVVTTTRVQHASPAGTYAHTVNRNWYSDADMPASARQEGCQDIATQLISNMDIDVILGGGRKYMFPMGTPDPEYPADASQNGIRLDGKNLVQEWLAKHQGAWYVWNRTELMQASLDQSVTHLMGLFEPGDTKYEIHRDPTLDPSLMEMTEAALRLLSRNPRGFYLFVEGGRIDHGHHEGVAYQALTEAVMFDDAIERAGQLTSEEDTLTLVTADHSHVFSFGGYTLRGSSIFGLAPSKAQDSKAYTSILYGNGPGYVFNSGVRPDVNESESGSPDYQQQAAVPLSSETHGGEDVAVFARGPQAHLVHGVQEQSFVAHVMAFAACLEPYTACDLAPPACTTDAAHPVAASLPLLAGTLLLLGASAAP
# hIAP block = blocks human intestinal alkaline phosphatase; P09923; purified IAP, CDP-Star luminescence, 30 min; inhibition, % at 10 µM; 330,000 tested, 0.12% active; AID 2544;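 active = inhibition reaching a set limit with compound at 10 µM in the primary screen, cut at about 35% in these data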;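 also: plate controls were DMSO wells with enzyme for no effect and no-enzyme buffer wells for full effect; values of inactives mirror those of a sister screen read the other way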
# beta cell repl = induces beta-cell replication in MIN6 cells. MIN6 cells proliferation, ATPlite luminescence, 48 h; cells starved in 0.2% serum; 100% = growth in 10% serum. proliferation, % at 10 µM. 330,000 tested, 0.29% active;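 active = compounds whose signal lies at least 3.5 SD above the mean of all wells on their plate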;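 also: 0% = DMSO-treated cells in low-serum medium and 100% = 10% serum control; some compounds called inactive have numbers as strong as hits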
# NALP3 yeast inh = inhibitors of NALP3 inflammasome in yeast; inhibition, % at 10 µM; Yeast reconstituted NLRP3/ASC/caspase-1, beta-gal luminescence, 24 h; 330,000 tested, 0.39% active; AID 2825;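 active = inhibition of 50% or more; inactive = inhibition below 50%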;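 also: plate controls were induced DMSO wells for no effect and uninduced yeast grown without galactose for full effect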
# The depositor's hits bear a star; . = no result given. An excerpt; rates above refer to the full screens.
SMILES,SENP1 inh,A3G deaminase,mIAP inh,APOBEC3A inh,mIAP activ,hIAP activ,hIAP block,beta cell repl,NALP3 yeast inh
Cc1ccc(-c2noc(-c3ccno3)n2)cc1,-2,1,-14,-6,1.1,1.1,-13,-2,18
O=C(O)c1cccc(NC(=O)c2cccc(S(=O)(=O)N3CCc4ccccc4C3)c2)c1,1,-5,8,-1,0.92,1,0,-2,20
Cc1csc2nc(CSc3nc4ccccc4o3)c(Br)n12,-17,1,2,-2,0.98,1.2,-15,-4,17
Cn1cncc1C#Cc1ccc2cc(C(C)(C)O)oc(=O)c2c1,1,-9,9,-4,0.91,0.93,7,-1,1
Cc1c(NC(=O)c2cccs2)cccc1NC(=O)c1cccs1,3,-2,-2,1,1,1.3,-26,-5,23
CCOC(=O)c1ccc(NC(=O)CN2C(=O)NC3(CCCCCCC3)C2=O)cc1,2,-5,-5,4,1.1,0.92,8,-2,7
COCCN(C(=O)COC(=O)CCc1c[nH]c2ccccc12)c1c(N)n(Cc2ccccc2)c(=O)[nH]c1=O,-4,-11,-2,0,1,1,-2,-1,9
CCCCC(=O)N1CCCC(C(=O)OCC)C1 (configuration not stated),-1,-2,-1,3,1,1.2,-18,-4,4
COc1ccccc1CNC(=O)c1cnc2sccn2c1=O,0,-8,-2,-1,1,0.94,6,1,21
COc1cccc(N2CCN(c3nc(C)cc(=O)[nH]3)CC2)c1,-1,-15,-7,-9,1.1,1.2,-22,-2,8
N#Cc1nc(-c2ccccc2)oc1N1CCC(C(N)=O)CC1,0,7,-6,4,1.1,0.83,16,-1,13
COc1cc(C(=O)OCC(=O)NC2CCS(=O)(=O)C2)c([N+](=O)[O-])cc1OC (configuration not stated),4,-3,7,7,0.93,0.97,3,5,13
CCN(CC)c1ccc2c(C)c(CN3CCOCC3)c(=O)oc2c1,-21,3,-15,-3,1.1,0.96,4,0,4
CC/C(=N\NC(=O)C1CCCC1)c1ccc(Br)cc1,3,-1,2,3,0.98,1,-3,1,-1
CC1CCCC(C)N1C(=O)Cn1c(SCC(=O)NCc2ccc3c(c2)OCO3)nc2ccccc21 (configuration not stated),3,2,-4,-2,1,1.1,-10,-1,5
N#Cc1ccc(CN2CCN(C(=O)CNS(=O)(=O)c3ccc4c(c3)OCCCO4)CC2)cc1,0,-6,-12,-2,1.1,1,0,-4,0
C/C(=N\OCC(=O)OC(C)C(=O)Nc1ccc(C(N)=O)cc1)c1ccc2c(c1)OCO2 (configuration not stated),-1,-5,4,2,0.96,0.98,2,5,-3
NC(=O)c1ccccc1OCc1nnc(-c2ccccc2Br)o1,-1,-6,7,-3,0.93,0.83,17,-3,-27
O=C1CC(c2ccc(F)cc2)CC(O)=C1C=NCCN1CCNCC1 (configuration not stated),0,-8,-2,-5,1,0.94,6,0,33
CCN(CC(=O)Nc1ccc(OC)cc1)C(=O)CCS(=O)(=O)c1ccc(C)cc1,0,-9,3,-3,0.97,1.2,-17,1,2
Nc1ncnc(Sc2ccccc2)c1[N+](=O)[O-],1,-1,-2,6,1,0.96,4,-7,-38
CCOC(=O)c1nnn(-c2nc(N3CCCC3)nc(N3CCCC3)n2)c1-c1ccccc1,3,-3,-2,1,1,0.89,11,0,-1
CCCc1cc(=O)n2[nH]c(NCc3ccccc3F)nc2n1,1,0,-1,3,1,1.1,-6,-3,13
Cc1cccc(OCCCC(=O)NNC(=O)c2ccc(F)cc2)c1,2,-7,4,-5,0.96,0.99,1,2,11
Cc1ccc(S(=O)(=O)Cc2nc3ccccc3c(=O)[nH]2)cc1,-2,-8,8,-20,0.92,1,-1,-1,10
CN1/C(=C/C(=O)c2ccc(Cl)cc2)Sc2cc3c(cc21)OCO3,-29,3,-17,3,1.2,1.1,-7,-4,7
COc1ccc(N2CC(C(=O)Nc3cc(C)ccn3)CC2=O)cc1 (configuration not stated),2,-1,8,5,0.92,1.1,-7,-2,5
Cc1nc2ccc(Br)cc2c2c1CC(CO)O2 (configuration not stated),-1,-5,4,-3,0.96,0.97,3,2,7
Cc1cc(C)n(C2CC(=O)N(c3ccc(Cl)c(Cl)c3)C2=O)n1 (configuration not stated),2,-5,6,-3,0.94,1,-3,-1,6
CCOC(=O)c1c(C)nc2sc3c(=O)n(-c4ccc(OC)cc4)cnc3c2c1-c1ccc(OC)cc1,3,3,18,-4,0.82,0.94,6,-5,20
CCCN1C(=O)c2ccc(C(=O)NCc3ccco3)cc2C1=O,5,-2,-6,-3,1.1,0.97,3,-2,3
CCOC(=O)c1cc(=O)n2nc(-c3ccccc3F)nc2s1,5,3,0,0,1,0.79,21,1,0
CCN(c1ccccc1)S(=O)(=O)c1ccc2[nH]cc(C(=O)NCCOC)c(=O)c2c1,4,1,2,6,0.98,1.2,-21,0,6
O=C(Nc1cccc(Cl)c1)c1ccc(-n2cncn2)c([N+](=O)[O-])c1,-7,-1,-4,1,1,1.2,-16,0,7
O=C(Cn1nc(-c2ccccc2)c2ccccc2c1=O)NCCO,-2,5,4,1,0.96,0.81,19,-2,19
CCOP(=O)(OCC)C(NC(=O)Nc1c(C)cc(C)cc1C)c1ccccc1 (configuration not stated),0,-7,-2,0,1,1,-2,2,5
Cc1n[nH]c(=S)n1-c1cccc(Cl)c1,3,20,9,2,0.91,1.1,-12,0,10
O=C(OCC(=O)N1CCOCC1)c1ccc[nH]c1=O,1,-1,5,-2,0.95,1.1,-12,1,-8
COc1ccc(C(=O)c2c[nH]cc2-c2ccccc2)cc1,-3,-9,1,-1,0.99,1,-1,-2,7
CCOC(=O)CSc1nc2sc(C)c(C)c2c(=O)[nH]1,2,-2,2,1,0.98,1,-1,4,-6
CCN1C(=O)N(CC)c2cccc3cccc1c23,-1,-7,-6,-5,1.1,1.1,-6,0,35
O=C(NNc1nc(-c2ccccc2)c2cc(Br)ccc2n1)c1ccc(S(=O)(=O)N2CCOCC2)cc1,0,-2,5,-3,0.95,0.85,15,0,23
Cc1ncc(CO)c(/C=N/NC(=O)c2cc(Br)ccc2O)c1O,-36,-2,23,-1,0.77,1.3,-31,0,10
CCOc1ccc2nc(SCC(=O)Nc3cc(C)on3)c(C)cc2c1,1,-2,2,3,0.98,0.96,4,-2,21
CC(Oc1ccc(Cl)cc1)C(=O)Nc1cccc(S(=O)(=O)N2CCOCC2)c1 (configuration not stated),1,-7,-35,-2,1.3,1,-4,-7,16
Cc1nc2ccc(C(=O)OCc3nnc(-c4ccc(Br)cc4)o3)cc2nc1C,0,1,2,0,0.98,0.85,15,-2,10
COc1cc(C2/C(=C(\O)c3ccc4c(c3)OCCO4)C(=O)C(=O)N2Cc2ccccc2)ccc1O (configuration not stated),0,-2,0,-7,1,0.94,6,-2,-6
COc1cc2c(cc1OC)C(c1c(Cl)cccc1Cl)NC(=O)C2 (configuration not stated),-2,-1,-8,1,1.1,0.77,23,0,11
Cc1cccc(C(=O)OCC(=O)Nc2c(C)nn(-c3ccccc3)c2C)c1O,2,-4,6,-2,0.94,0.95,5,3,21
CCC(=O)NCCc1nc2ccccc2n1Cc1ccccc1,1,-1,5,-4,0.95,0.99,1,-1,4
CCOc1cc2oc(=O)c3c(c2cc1Cl)CCC3,-2,-4,0,-1,1,0.97,3,-2,21
COc1cc(OC)c(NC(=O)c2c(-c3ccccc3)noc2C)cc1Cl,3,-5,5,2,0.95,1,-2,5,17
O=S(=O)(NCCc1csc(-c2cccnc2)n1)c1ccc2c(c1)OCCO2,1,-4,12,0,0.88,1.1,-8,2,7
Cc1cc(NC(=O)C2CCN(S(=O)(=O)Cc3ccccc3)CC2)ccc1-n1cnnn1,1,-2,1,-1,0.99,1.1,-15,1,15
Cc1cccc(-n2c(-c3ccncc3)n[nH]c2=S)c1C,1,19,2,-5,0.98,1,-2,4,13
CC(=O)NC(=S)Nc1ccc(NC(=O)c2cccnc2)cc1,1,-6,-5,-2,1.1,1,-4,1,5
CC1=CS(=O)(=O)CC1Sc1ncn[nH]1 (configuration not stated),2,-4,-1,4,1,1.2,-16,-2,7
CN(C)c1nc(NCc2ccccc2)nc(SCC(=O)Nc2ccc(Cl)c(Cl)c2)n1,3,-4,-79,0,1.8,1.1,-5,-6,4
Cc1ccc(C)c(OCCCC(=O)Nc2ccc(N3CCOCC3)cc2)c1,.,-5,-2,-4,1,1.2,-18,-3,-1
COc1ccccc1-c1nc(-c2ccc(C)nc2OC)no1,-3,-7,6,0,0.94,0.97,3,1,32
# Next structures follow.
SMILES,SENP1 inh,A3G deaminase,mIAP inh,APOBEC3A inh,mIAP activ,hIAP activ,hIAP block,beta cell repl,NALP3 yeast inh
CSc1ccc(S(=O)(=O)N2CCC(C(=O)Nc3ccc(C(N)=O)cc3)CC2)cc1,-1,-3,2,-2,0.98,0.93,7,-1,9
Cc1ccc(N(CC(=O)NCc2ccc3c(c2)OCO3)S(=O)(=O)c2c(C)noc2C)cc1,-2,-4,-20,-4,1.2,1.1,-12,-5,-5
Cn1cc(P(=S)(N2CCOCC2)N2CCOCC2)cc1P(=S)(N1CCOCC1)N1CCOCC1,0,3,-7,19,1.1,0.95,5,-1,6
COc1ccc(NC(=S)N(CCCN2CCOCC2)Cc2ccccn2)cc1,4,-6,-6,-3,1.1,0.91,9,3,9
O=C(CN1CCCCC1)Nc1nc(-c2ccc(F)c(F)c2)cs1,0,-8,8,-6,0.92,1,-3,-3,33
CC1(C)Cc2nc3sc4c(N(CCO)CCO)nnnc4c3cc2CO1,0,-2,0,-2,0.99,1,-1,0,7
COc1ccc(CN(CC(=O)NCC2CCCO2)C(=O)CNS(=O)(=O)c2ccccc2)cc1 (configuration not stated),0,-1,0,0,1,0.89,11,-3,4
COc1ccc(N2C(=O)CC(Sc3nc4c(cc3C#N)CCC4)C2=O)cc1 (configuration not stated),-3,-2,0,-2,1,1.1,-9,0,3
Cc1ccc(N2C(=O)C3C4C=CC(CNC(=S)N5CCN(c6cccc(C)c6)C(C)C5)(O4)C3C2=O)cc1 (configuration not stated),-1,31,10,5,0.9,1,-1,-5,24
O=C(Nc1ccc2c(c1)C(=O)OC2)c1ccc(Cl)cc1,0,-10,4,-2,0.96,0.95,5,-1,15

# Part of the list above, with two lines to a compound:
# Sequence of screens – SENP1 inh | A3G deaminase | mIAP inh | APOBEC3A inh | mIAP activ | hIAP activ | hIAP block | beta cell repl | NALP3 yeast inh
- O=C(CN1CCCCC1)Nc1nc(-c2ccc(F)c(F)c2)cs1
  0 | -8 | 8 | -6 | 0.92 | 1 | -3 | -3 | 33
- CC1(C)Cc2nc3sc4c(N(CCO)CCO)nnnc4c3cc2CO1
  0 | -2 | 0 | -2 | 0.99 | 1 | -1 | 0 | 7
- COc1ccc(CN(CC(=O)NCC2CCCO2)C(=O)CNS(=O)(=O)c2ccccc2)cc1 (configuration not stated)
  0 | -1 | 0 | 0 | 1 | 0.89 | 11 | -3 | 4
- COc1ccc(N2C(=O)CC(Sc3nc4c(cc3C#N)CCC4)C2=O)cc1 (configuration not stated)
  -3 | -2 | 0 | -2 | 1 | 1.1 | -9 | 0 | 3
- Cc1ccc(N2C(=O)C3C4C=CC(CNC(=S)N5CCN(c6cccc(C)c6)C(C)C5)(O4)C3C2=O)cc1 (configuration not stated)
  -1 | 31 | 10 | 5 | 0.9 | 1 | -1 | -5 | 24
- O=C(Nc1ccc2c(c1)C(=O)OC2)c1ccc(Cl)cc1
  0 | -10 | 4 | -2 | 0.96 | 0.95 | 5 | -1 | 15
